DAX1 inh-1: DAX1 (NR0B1) inhibitors, primary screen, cell-based, HEK293, Gal4-DAX1, luciferase luminescence; 340,000 tested, 0.99% active; inhibition, % at 6.75 µM; HEK293 Gal4-DAX1 luciferase reporter; Nuclear receptor subfamily 0 group B member 1 (Homo sapiens), P51843; AID 504766, 2011;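 active means inhibition above the mean over all tested compounds plus 3 SD, cut at about 4.2% in these data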;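 further: 0% = DAX1-transfected cells with DMSO and 100% = empty-vector control cells with DMSO; inhibition shows as a rise in luminescence from relieved DAX1 repression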
Target sequence (P51843 207-470 limits assumed): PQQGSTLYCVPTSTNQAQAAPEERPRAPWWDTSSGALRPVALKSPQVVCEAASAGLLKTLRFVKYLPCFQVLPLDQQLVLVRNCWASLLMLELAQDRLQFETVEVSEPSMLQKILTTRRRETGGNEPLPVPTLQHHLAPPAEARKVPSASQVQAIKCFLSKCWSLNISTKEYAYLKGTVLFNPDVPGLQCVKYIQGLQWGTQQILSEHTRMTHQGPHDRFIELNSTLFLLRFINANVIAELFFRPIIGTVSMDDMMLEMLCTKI
PLC-beta3 inh: human PLC-beta3 inhibitors, primary screen, biochemical, fluorescence. Purified PLC-beta3, fluorogenic substrate. inhibition, % at 12.2 µM. 370,000 tested, 0.18% active; in the data active means inhibition above about 11%;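 further: 0% = median of compound wells on plate and 100% = full blocker control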
DAX1 inh-2: DAX1 (NR0B1) inhibitors on StAR promoter, primary screen, cell-based, luminescence, SF-1 (NR5A1), full-length DAX-1. HEK293T StAR-luciferase reporter, SF-1/DAX-1 repression relief. inhibition, % at 6.8 µM. AID 652010, 2013. 370,000 tested, 1.1% active;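 active means inhibition above the mean over all tested compounds plus 3 SD, cut at about 3.6% in these data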;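 further: 0% = DAX-1 cells with DMSO and 100% = cells lacking DAX-1 with DMSO; higher inhibition means more luminescence from relief of DAX-1 repression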
GAA850 FXN act: FXN promoter activators, primary screen, cell-based, luciferase luminescence, HEK293 lucGAA850; HEK293 lucGAA850 FXN promoter luciferase reporter, 24 h; percent of 10 µM SAHA response; activation, % at 6 µM; 360,000 tested, 0.56% active; AID 540364, 2011;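 active means activation above the average of all compounds screened plus 3 SD, cutoff fixed separately per campaign, cut at about 7.5% in these data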;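 further: 0% = DMSO wells and 100% = 10 µM SAHA wells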
ADAM10 inh: human ADAM10 inhibitors, primary screen, biochemical, QFRET, HTS | inhibition, % at 7 µM | 370,000 tested, 0.62% active | recombinant ADAM10, EDANS/DABCYL FRET peptide cleavage, 3 h;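 active means inhibition above a per-campaign cutoff equal to the mean of compounds falling between control-based bounds plus 3 SD, cut at about 20% in these data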;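 further: 0% = DMSO wells while the 100% control is not disclosed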
Target sequence (O14672 214-748 limits assumed): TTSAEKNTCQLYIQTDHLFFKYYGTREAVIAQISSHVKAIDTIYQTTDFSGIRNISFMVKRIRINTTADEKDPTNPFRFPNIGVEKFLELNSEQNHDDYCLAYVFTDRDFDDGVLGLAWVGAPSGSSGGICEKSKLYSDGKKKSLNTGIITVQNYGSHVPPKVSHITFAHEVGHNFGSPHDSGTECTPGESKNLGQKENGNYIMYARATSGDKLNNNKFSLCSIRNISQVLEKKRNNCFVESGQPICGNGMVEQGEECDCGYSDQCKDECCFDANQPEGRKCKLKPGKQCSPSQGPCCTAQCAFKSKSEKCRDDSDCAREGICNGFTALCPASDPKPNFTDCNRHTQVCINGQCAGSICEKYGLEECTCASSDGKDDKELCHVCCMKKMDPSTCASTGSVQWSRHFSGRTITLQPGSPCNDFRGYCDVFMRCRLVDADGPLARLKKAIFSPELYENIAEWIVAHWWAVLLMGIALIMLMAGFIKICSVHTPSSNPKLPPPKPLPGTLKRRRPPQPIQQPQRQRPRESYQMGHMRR
sPLA2-III inh: human group III sPLA2 inhibitors, primary screen, biochemical, QFRET, BODIPY PC-A2 liposome substrate; Group 3 secretory phospholipase A2 (Homo sapiens), Q9NZ20; inhibition, % at 12.2 µM; 370,000 tested, 0.56% active; AID 743126, 2013; QFRET BODIPY PC-A2 liposome hydrolysis, fluorescence;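 active means inhibition above mean plus 3 SD of compounds lying within the high and low control bounds, cut at about 19% in these data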;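 further: 0% = median of test compound wells and 100% = no enzyme DMSO wells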
hcDAF12 agonist: H. contortus DAF-12 nuclear receptor activators, primary screen, cell-based, luminescence, HEK293, lit1-tk-luc reporter. 370,000 tested, 1.4% active. HEK293 hcDAF-12 lit1-tk-luc reporter; 0% DMSO, 100% Δ7-dafachronic acid. activation, % at 6.8 µM;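 active means activation above the mean of all tested compounds plus 3 SD, cut at about 5.5% in these data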;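 further: 100% = response to 3 µM Δ7-dafachronic acid high control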
ssDAF12 agonist: S. stercoralis DAF-12 nuclear receptor activators, primary screen, cell-based, luminescence, HEK293, GRIP1 co-expression, lit1-tk-luc. activation, % at 6.8 µM. 370,000 tested, 1% active. AID 652126, 2013. HEK293 ssDAF-12/GRIP1 lit1-tk-luc reporter; % of 3 µM dafachronic acid response;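 active means activation above the mean over all tested compounds plus 3 SD, cut at about 0.9% in these data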;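 further: 0% = DMSO-only wells and 100% = 3 µM delta7-dafachronic acid wells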
hgDAF-12 ag: H. glycines DAF-12 receptor agonists, primary screen, cell-based, luminescence, HEK293, GAL4 fusion, UAS-luciferase | activation, % at 6.8 µM | HEK293 GAL4-hgDAF12 UAS-luciferase reporter, agonist luminescence; normalized to butyrate control | 370,000 tested, 1.8% active;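 active means activation above a cutoff set at the mean of all screened compounds plus 3 SD, cut at about 10% in these data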;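 further: 0% = DMSO wells and 100% = sodium butyrate wells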
ADAM17 inh: ADAM17 inhibitors, primary screen, biochemical, QFRET; recombinant ADAM17, EDANS/DABCYL FRET peptide cleavage; inhibition, % at 6.95 µM; 370,000 tested, 0.83% active;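 active means inhibition above the mean of compounds lying between control limits plus 3 SD, set per campaign, cut at about 8.5% in these data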;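 further: 0% = DMSO-only wells as the low control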
PLCg1 inh: PLC-gamma1 enzyme inhibitors, primary screen, biochemical, fluorescence, purified enzyme; fluorogenic substrate; 1-phosphatidylinositol 4,5-bisphosphate phosphodiesterase gamma-1 (Homo sapiens), P19174; AID 720700, 2013; inhibition, % at 12.2 µM; 370,000 tested, 0.84% active; in the data active means inhibition above about 9.5%
The depositor's hits bear a star; i = inactive; · = no result given.

| nr | molecule | GAA850 FXN act | ADAM17 inh | ADAM10 inh | PLC-beta3 inh | hcDAF12 agonist | DAX1 inh-2 | DAX1 inh-1 | ssDAF12 agonist | sPLA2-III inh | hgDAF-12 ag | PLCg1 inh |
| --- | --- | --- | --- | --- | --- | --- | --- | --- | --- | --- | --- | --- |
| 1 | O=[N+]([O-])c1ccc(/C=C/c2ccc3cccc([N+](=O)[O-])c3n2)cc1 | 1.9 | 8.6 | 7.4 | 2.3 | -0.7 | -1.1 | 1.1 | -0.8 | 2.7 | 5.4 | 3.2 |
| 2 | CCOC(=O)c1[nH]c(CO)c(C(=O)OCC)c1C | 2.5 | 0.2 | 1.7 | -3.2 | 0.5 | -0.2 | -0.7 | -1.2 | -2.4 | -0.9 | 1.2 |
| 3 | CCN(CC)c1ccc(O)c(C=Nc2ccc(C)c(C)c2)c1 | -0.6 | -0.4 | -1.0 | -36.5 | -1.5 | 0.3 | -0.6 | -1.7 | -1.0 | 1.6 | -35.0 |
| 4 | N#CCSc1nc2ccccc2o1 | -0.1 | -6.1 | -9.7 | -4.6 | -1.0 | -0.4 | -0.6 | -1.0 | 16.0 | 2.3 | 0.3 |
| 5 | Cc1ccccc1S(=O)Cc1ccc(C(=O)N2CCN(C3CCCCC3)CC2)o1 (stereo not given) | 0.1 | -5.5 | -9.5 | -3.7 | -0.6 | 2.6 | -0.2 | -0.6 | 8.8 | -0.5 | 1.1 |
| 6 | Cc1ccc(NCC(=O)N/N=C\C(Br)=C\c2ccccc2)cc1 | 13.3* | 1.7 | 4.3 | 0.5 | -0.8 | -0.6 | -0.8 | -0.8 | -1.0 | -0.6 | -3.8 |
| 7 | Cc1cccc(OCC(=O)Nc2nc3ccc([N+](=O)[O-])cc3s2)c1 | -0.6 | 2.9 | 6.5 | -3.4 | 0.2 | -0.3 | -0.3 | -0.8 | -6.6 | -1.5 | -2.0 |
| 8 | Cc1ccc(C2(CCN)CCOC(C(C)C)C2)cc1 (stereo not given) | -0.6 | -1.7 | 1.3 | 6.1 | -0.5 | -0.1 | -0.4 | -0.4 | 3.6 | 2.9 | 2.2 |
| 9 | Cc1ccc(CNC(=O)C2(c3cccs3)CCOCC2)cc1 | 3.1 | -2.7 | -2.9 | -6.0 | 2.0 | -0.2 | -0.6 | 0.0 | 11.7 | -0.2 | -0.1 |
| 10 | N#CC1(NC(=O)COC(=O)CCN=C2NS(=O)(=O)c3ccccc32)CCCCC1 | 0.6 | 0.8 | 0.0 | -1.8 | 2.2 | 0.7 | -0.2 | -1.2 | 4.7 | -0.8 | 3.2 |
| 11 | O=C(c1cc(-c2ccc(Cl)cc2)on1)N1CCc2ccccc2C1 | -0.6 | -2.6 | 4.7 | -9.7 | 0.2 | 0.2 | 2.3 | -1.1 | 2.1 | -0.1 | -0.7 |
| 12 | Cn1c(=NC(=O)COc2ccccc2)sc2cccc(F)c21 | 5.7 | -5.7 | 5.7 | -10.4 | -1.2 | 0.6 | 3.6 | -1.3 | 3.5 | 2.6 | -0.5 |
| 13 | CCOc1ccc(C(c2c(NC(=O)c3ccccc3)sc(C)c2C)N2CCN(CCO)CC2)cc1 (stereo not given) | -1.9 | 6.5 | -6.3 | -55.7 | 1.3 | -0.7 | -1.2 | -0.7 | -10.8 | 3.7 | -38.0 |
| 14 | CCc1nc2ccc(C(=O)NCCCN(C)C)cn2c1N(CC)CCOC | 2.3 | -3.8 | -9.2 | 3.0 | 0.2 | 0.6 | · | -0.5 | 4.4 | 0.0 | -3.6 |
| 15 | CCn1c2ccccc2c2nnc(SCC(=O)c3ccccc3)nc21 | 2.2 | -3.0 | 6.7 | -4.1 | -0.7 | -0.8 | 0.2 | -0.8 | -12.6 | 2.6 | -3.7 |
| 16 | Cc1ccccc1-c1noc(-c2ccccc2C(=O)N2CCCC2)n1 | 0.7 | -0.9 | -2.8 | 0.0 | -0.2 | -0.7 | 0.1 | -1.8 | -9.3 | -2.3 | -0.7 |
| 17 | Clc1ccc(-n2ncc3c(NCc4cccnc4)ncnc32)cc1Cl | 2.5 | 0.7 | -7.9 | -13.9 | -1.7 | 0.0 | 0.6 | -0.7 | 3.3 | 4.1 | -0.9 |
| 18 | CC(C)NC(=O)C1(C)CSCC(=O)N1CCCn1ccnc1 (stereo not given) | · | -0.8 | -14.9 | 1.2 | 0.1 | -1.1 | · | -1.4 | 0.8 | 0.5 | 1.9 |
| 19 | CC(Oc1ccccc1)C(=O)N(CCC1=CCCCC1)c1c(N)n(Cc2ccccc2)c(=O)[nH]c1=O (stereo not given) | -4.7 | 1.7 | 9.9 | -4.9 | -1.3 | 0.2 | 0.3 | -0.8 | -5.4 | -2.1 | 2.5 |
| 20 | COc1ccc(CCC(C)Nc2ccc(F)c(F)c2)cc1 (stereo not given) | 1.4 | -0.2 | 1.9 | -0.9 | 0.2 | -0.5 | 1.3 | -1.3 | 2.9 | 0.1 | 0.0 |
| 21 | O=c1sc(N2CCN(c3ccc(F)cc3)CC2)nc2ccsc12 | 5.2 | -4.4 | -12.4 | 0.9 | 1.9 | 1.6 | 1.6 | -1.2 | 4.9 | -3.8 | -0.1 |
| 22 | CN(CCO)c1ccc2c(c1)OC[C@@H](Cc1ccccc1)NS2(=O)=O | · | -2.1 | -3.2 | 0.7 | 0.6 | 0.3 | · | -1.3 | -5.1 | 4.3 | 1.1 |
| 23 | C=CCC1(Cl)C(=O)C(Cl)=C(N2CCN(C)CC2)C1(OC)OC (stereo not given) | -1.2 | -1.5 | 6.8 | -7.3 | 0.6 | 0.0 | 2.7 | -0.9 | 14.7 | -2.5 | 0.5 |
| 24 | COC(=O)[C@@]1(C(C)C)N=C(c2cc(OC)c(OC)c(OC)c2)[C@]2(O1)C(=O)N(C)c1ccc(Br)cc12 | · | -1.9 | -10.7 | -1.1 | -0.4 | -1.7 | · | -1.0 | -2.5 | -0.3 | -0.2 |
| 25 | CCN(CC)C1=CC2=CC(=C(C#N)C#N)CCC2CC1 (stereo not given) | -3.0 | -1.0 | -16.6 | -16.4 | 0.2 | -0.8 | -0.7 | -1.3 | -392.8 | 2.4 | -16.5 |
| 26 | O=C(/C=C/C(Cl)(Cl)Cl)Nc1ccc(Cl)cc1 | 0.5 | 0.0 | 2.0 | 0.8 | 1.5 | -3.0 | -0.6 | -0.5 | 4.1 | -0.2 | 4.2 |
| 27 | Cn1c(N)c(C(=O)COC(=O)C2CCN(S(=O)(=O)c3cccs3)CC2)c(=O)n(C)c1=O | 2.4 | -6.3 | -5.2 | -6.2 | -1.2 | -0.3 | 2.6 | -1.4 | 2.1 | -2.3 | -0.8 |
| 28 | Cc1ccc(-c2cc(C(=O)NCC3(N(C)C)CCCCC3)c3ccccc3n2)o1 | -1.8 | -210.8 | i | i | 0.6 | 1.6 | -0.1 | -1.3 | 4.0 | 2.8 | i |
| 29 | CCCN1CCN(S(=O)(=O)c2ccc(-n3cnnn3)cc2)CC1 | 1.7 | -0.7 | 0.1 | -3.2 | 0.2 | 0.1 | 0.8 | -0.5 | 2.9 | 1.3 | 0.8 |
| 30 | CCOC(=O)N1CCN(CC(=O)Nc2c(C(=O)OC)[nH]c3ccc(Cl)cc23)CC1 | -2.0 | -7.2 | -31.8 | -8.4 | -1.4 | -1.0 | -1.1 | -1.5 | 1.5 | -3.3 | -3.7 |
| 31 | O=C(Nc1scc(-c2ccc(F)cc2)c1C(=O)O)c1ccco1 | 0.7 | 5.3 | 1.3 | -56.8 | 0.8 | 2.4 | -0.1 | -1.3 | 2.8 | 3.6 | -55.9 |
| 32 | O=C1N(c2ccccc2)C(c2ccc(Cl)cc2)N2CCCN12 (stereo not given) | -0.7 | 0.3 | -4.5 | -4.7 | -2.5 | -0.6 | 0.2 | -0.7 | 13.8 | 0.4 | 0.6 |
| 33 | COc1ccc(CCNC(=O)CN2C(=O)C(=O)N(C3CCCC3)C2=O)cc1OC | 1.1 | 0.2 | -4.6 | -2.6 | -0.4 | 1.1 | -0.2 | 1.3* | 4.0 | 1.4 | -0.2 |
| 34 | Cc1ccc(C(=O)CC(C(=O)O)n2cnc([N+](=O)[O-])n2)cc1 (stereo not given) | -1.1 | 1.4 | -12.2 | 1.9 | -0.8 | -0.3 | -1.2 | -1.0 | 3.6 | -1.5 | 4.6 |
| 35 | CC(=O)Nc1nc(C)c(Oc2ccccc2)c(=O)[nH]1 | 0.0 | -0.3 | -1.6 | 2.3 | -0.8 | -0.8 | 0.4 | -1.6 | -1.4 | -1.3 | 0.6 |
| 36 | Cn1c(=O)c2c(ncn2CC(=O)Nc2cc(S(=O)(=O)N3CCCCC3)ccc2O)n(C)c1=O | 2.1 | -2.3 | -21.9 | -0.7 | 1.2 | 0.1 | 2.1 | -0.2 | 14.3 | 1.8 | 4.9 |
| 37 | Cc1ccc(C(=O)N2CCC3(CC2)Oc2ccc(Cl)cc2C(=O)C32CC(c3ccccc3)=NO2)s1 (stereo not given) | -0.6 | -5.4 | -1.6 | 0.2 | 0.4 | -0.3 | 0.0 | -1.0 | 4.5 | 0.5 | -1.9 |
| 38 | O=C(/C=C/c1ccccc1)NCCCNC(=O)/C=C/c1ccccc1 | 2.2 | -4.2 | -0.5 | -2.0 | 0.7 | -0.2 | 0.7 | -2.0 | -8.0 | -0.5 | -1.5 |
| 39 | CCCN(C)C[C@@H]1OCc2cnnn2CCCC(=O)N([C@H](C)CO)C[C@H]1C | -1.2 | 2.3 | -9.1 | -1.5 | 0.9 | 2.1 | 0.5 | -0.9 | 6.5 | 0.0 | 3.6 |
| 40 | O=C(CCN1CCCC1)Nc1cccc(Br)c1 | 1.0 | -8.4 | -1.0 | 1.0 | -1.0 | 0.9 | 0.6 | -0.7 | 6.4 | -1.1 | -0.3 |

Record cards, from the list above. Values in the order: GAA850 FXN act, ADAM17 inh, ADAM10 inh, PLC-beta3 inh, hcDAF12 agonist, DAX1 inh-2, DAX1 inh-1, ssDAF12 agonist, sPLA2-III inh, hgDAF-12 ag, PLCg1 inh
Cc1ccc(C(=O)N2CCC3(CC2)Oc2ccc(Cl)cc2C(=O)C32CC(c3ccccc3)=NO2)s1 (stereo not given) reads -0.6, -5.4, -1.6, 0.2, 0.4, -0.3, 0.0, -1.0, 4.5, 0.5, -1.9
Cc1ccc(C(=O)CC(C(=O)O)n2cnc([N+](=O)[O-])n2)cc1 (stereo not given) reads -1.1, 1.4, -12.2, 1.9, -0.8, -0.3, -1.2, -1.0, 3.6, -1.5, 4.6
O=C(/C=C/c1ccccc1)NCCCNC(=O)/C=C/c1ccccc1 reads 2.2, -4.2, -0.5, -2.0, 0.7, -0.2, 0.7, -2.0, -8.0, -0.5, -1.5
